Bioassay records (PubChem)
Tat transport – inhibitors of E. coli Tat protein transport; E. coli MC4100 TorA-mCherry Tat export, fluorescence; inhibition, % at 10 µM; actives 0.036% (n = 340,000); AID 488895;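 active = mean replicate inhibition at least 50% and at least half of replicates individually reaching 50%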;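 also: exported cargo escapes ClpAP degradation while cytoplasmic cargo is degraded and loses fluorescence; 0% = median of neutral control wells and 100% = median of NaSCN control wells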
SR-BI DiI-HDL act – activators of SR-BI mediated HDL lipid uptake. activation, % at 12.5 µM. CHO ldlA[mSR-BI] cells, DiI-HDL uptake fluorescence, 3 h; 100 = double the neutral-control signal. actives 0.096% (n = 320,000);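 active = mean replicate activation of at least 60% and every replicate at or above 60%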;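 also: 0% = median plate neutral-control signal and 100% = twice that signal; values of inactives mirror those of a sister screen read the other way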
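Assay system: LDL receptor-deficient CHO ldlA cells overexpressing murine SR-BI / Medium: BSA-supplemented, HEPES-buffered Ham's F12, pH 7.4 / Probe or stimulus: DiI-labelled HDL at 10 µg/mL final / Timing: compound with DiI-HDL co-incubation, 3 h at 37 °C / Technique: bottom-read cell fluorescence after medium removal, ex 550/em 595 nm / Measure: HDL uptake via cellular fluorescence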
MITF act – MITF TRPM1 promoter activation in melanoma cells. SK-MEL-5 TRPM1-promoter luciferase, 24 h; % of positive control, neutral wells = 0. activation, % at 12.5 µM. actives 0.75% (n = 300,000);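 active = mean activation of at least 80% with every replicate also reaching 80%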;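 also: 0% = neutral control wells and 100% = parthenolide positive control wells; values of inactives mirror those of a sister screen read the other way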
E coli growth – counter-screen for AddAB inhibitors: E. coli growth inhibition | E. coli V3065 growth, OD600 absorbance, 18 h | inhibition, % at 11.9 µM | actives 0.27% (n = 330,000) | AID 449728;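 active = inhibition above the campaign's mean inhibition across all tested compounds plus 3 SD, cut at about 9.9% in these data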;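 also: uninfected addAB+ strain grown without phage in ampicillin broth; 0% = DMSO wells and 100% = ciprofloxacin 0.95 µg/ml wells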
CAL PDZ FP-1 – human CAL PDZ-peptide interaction inhibition; Q9HD26; purified CAL PDZ, TMR-peptide fluorescence polarization, 1 h; inhibition, % at 20 µM; actives 0.02% (n = 330,000); AID 504414;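 active = highest replicate inhibition of at least 40%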;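 also: plate controls were DMSO neutral control wells for no effect and unlabeled competitor peptide control wells for full effect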
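System: purified tagged CAL PDZ domain construct (CerCALP). Schedule: 1 h incubation at room temperature before polarization reading. Medium: 25 mM sodium phosphate pH 7.4, 150 mM NaCl, TCEP, IgG, Thesit. Read-out: percent inhibition from loss of millipolarization. Measured by: FP readout, S and P plane fluorescence. Probe or stimulus: fluorescent TMR peptide probe.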
Wnt act – activates Wnt/beta-catenin signaling in a reporter cell assay; activator, plate reader; actives 1.2% (n = 300,000); activation, % at 9.35 µM; in the data active = activation above about 30%, passing the limit was not always enough;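 also: 0% = neutral control wells and 100% = positive control wells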
CAL PDZ FP-2 – CAL PDZ (human) peptide binding inhibition; actives 0.92% (n = 300,000); inhibition, % at 24.9 µM; purified CAL PDZ, TMR-peptide fluorescence polarization, 1 h; AID 602252; Q9HD26;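 active = mean inhibition of at least 30% with at least half of replicates also reaching 30%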;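 also: 0% = DMSO neutral control and 100% = excess unlabeled competitor peptide PRC23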
AddAB inh – less growth of phage-infected E. coli with AddAB | AID 435030 | inhibition, % at 11.9 µM | E. coli expressing H. pylori AddAB, absorbance growth | actives 0.29% (n = 330,000); in the data active = inhibition above about 12%;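 also: 0% = vehicle wells of infected cells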
SR-BI DiI inh – inhibitors of mouse SR-BI mediated HDL lipid uptake; Q61009; ldlA[mSR-BI] CHO cells, DiI-HDL uptake fluorescence, 3 h; inhibition, % at 12.5 µM; actives 0.96% (n = 320,000);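 active = mean replicate inhibition of at least 70% and a set share of replicates each scoring 70 or more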;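 also: 0% = median of neutral control wells and 100% = median of positive control wells; values of inactives mirror those of a sister screen read the other way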
Target sequence (Q61009 whole entry, looked up): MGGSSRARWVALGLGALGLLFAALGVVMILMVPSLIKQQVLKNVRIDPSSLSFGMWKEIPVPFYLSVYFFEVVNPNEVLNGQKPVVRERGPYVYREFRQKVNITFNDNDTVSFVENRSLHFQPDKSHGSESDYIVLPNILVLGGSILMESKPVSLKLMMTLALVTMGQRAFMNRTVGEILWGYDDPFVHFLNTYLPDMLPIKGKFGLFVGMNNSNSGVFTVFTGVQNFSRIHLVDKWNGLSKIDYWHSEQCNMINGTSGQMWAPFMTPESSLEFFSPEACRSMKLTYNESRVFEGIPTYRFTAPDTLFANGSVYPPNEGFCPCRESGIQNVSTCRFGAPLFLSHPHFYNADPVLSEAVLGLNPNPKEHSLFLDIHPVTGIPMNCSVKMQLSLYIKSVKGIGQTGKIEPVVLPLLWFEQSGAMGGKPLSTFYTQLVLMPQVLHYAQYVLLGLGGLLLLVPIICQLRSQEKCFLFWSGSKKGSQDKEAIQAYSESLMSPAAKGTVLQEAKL
phage Ecoli inh – E. coli growth loss with phage present; growth absorbance; inhibition, % at 11.9 µM; actives 0.26% (n = 360,000); AID 651602; in the data active = inhibition above about 11%
* marks the source's active call; other numbers are inactive results; x = no result given.

SMILES | Tat transport | SR-BI DiI-HDL act | MITF act | E coli growth | CAL PDZ FP-1 | Wnt act | CAL PDZ FP-2 | AddAB inh | SR-BI DiI inh | phage Ecoli inh
COc1ccc(OC)c(N/C(C)=C/C(=O)c2ccccc2)c1 | -7 | -12 | 48 | 1.6 | -0.6 | x | 0 | 3.5 | 12 | 4.0
Cc1onc(-c2ccccc2)c1C(=O)Nc1nnc(N2CCCCCC2)s1 | 9 | -4 | 8 | 2.8 | -0.3 | 1 | x | 2.3 | 4 | 3.3
CCOC(=O)N1CCN(c2c(NCc3cccs3)c(=O)c2=O)CC1 | 14 | 24 | -9 | 1.2 | -0.8 | -3 | x | 3.4 | -24 | 2.2
CCN=C1SCC(=O)N1c1ccc(OC)cc1 | -1 | -11 | x | -3.0 | -2.1 | -2 | -7 | -0.2 | 11 | 2.2
COc1ccc(-c2nnc(SCC(=O)NCCC(C)C)nc2-c2ccc(OC)c(OC)c2)cc1OC | 2 | -40 | 8 | -1.8 | 0.4 | -1 | -6 | -2.2 | 40 | -1.5
CC(C)(C)NC(=O)NC(=O)COC(=O)c1cccc(S(=O)(=O)N2CCCCC2)c1 | 7 | 8 | 14 | 3.2 | -2.2 | -1 | -5 | 2.8 | -8 | 4.1
COc1cc(C)ccc1OC(C)C(=O)Nc1ccc(N2CCCCC2)cc1 (centres undefined) | 0 | -2 | 4 | 1.4 | -0.6 | -1 | x | 1.0 | 2 | 2.7
CC(=O)Nc1ccc(SCC(=O)Nc2sccc2C#N)cc1 | -6 | 38 | 58 | 0.0 | -1.7 | 7 | 2 | -0.9 | -38 | 4.7
CC(C)(C)NC(=O)CN(C(=O)CS(=O)CC(=O)Nc1ccc(F)cc1)c1ccccc1F (centres undefined) | -4 | 3 | -6 | 1.8 | -0.7 | -2 | x | 3.6 | -3 | 2.1
O=S(=O)(c1ccccc1)N1CCN(c2nnnn2-c2ccccc2)CC1 | -2 | -2 | 0 | 2.6 | 0.2 | -6 | -2 | 0.3 | 2 | 1.0
COc1ccc(C(=O)Nc2ccc(C)cn2)cc1S(=O)(=O)N1CCCc2ccccc21 | 5 | -23 | -1 | 0.5 | -4.2 | -1 | -10 | 1.3 | 23 | 0.7
CC(=O)c1c(C)[nH]c(C(=O)Nc2cccc(C#N)c2)c1C | -3 | x | 6 | 1.4 | -2.7 | 3 | x | 1.9 | x | 0.6
COc1ccccc1C(=O)Nc1ccc(S(=O)(=O)N2CCC(C)CC2)cc1 | 5 | x | -3 | 1.4 | -3.0 | -2 | -5 | 1.6 | x | 0.2
COc1ccc(CNC(=O)C/C(C)=N/NC(=O)c2ccccc2OC)cc1 | -2 | -6 | -11 | -2.5 | 0.1 | -1 | 8 | 2.8 | 6 | 1.9
CCN(c1ccc(OC)cc1)S(=O)(=O)c1nnc(NC(=O)c2ccc(C)cc2)s1 | -8 | 9 | 0 | -0.5 | -1.5 | 0 | -5 | 1.8 | -9 | x
COc1cccc(C(=O)OCC(=O)NCC2CCCO2)c1 (centres undefined) | -3 | x | 10 | -2.6 | 0.9 | 0 | 0 | -1.2 | x | 3.8
CC(NC(=O)c1ccccc1NS(=O)(=O)c1ccc(CCC(=O)O)cc1)c1ccccc1 (centres undefined) | -5 | 12 | -12 | 1.3 | -2.9 | -1 | -1 | 1.0 | -12 | 1.0
Cn1c(SCc2ccccn2)nnc1-c1cnccn1 | 0 | x | 28 | -0.1 | 0.6 | x | x | 0.2 | x | 2.4
O=C(CN1C(=O)NC(Cc2ccccc2)C1=O)Nc1ccc(F)cc1 (centres undefined) | -2 | -6 | x | 2.8 | -2.4 | x | 3 | 0.9 | 6 | 1.4
COC(=O)C1=C(C)N=c2s/c(=C/c3ccoc3)c(=O)n2C1c1ccccc1 (centres undefined) | 13 | -19 | 0 | -0.2 | -0.6 | x | x | 0.2 | 19 | x
O=C(O)CC(C(=O)NCc1ccccc1)C1CCCO1 (centres undefined) | -3 | 11 | 7 | -2.6 | -2.7 | x | -4 | 2.9 | -11 | 1.7
COc1ccccc1CNC(=O)COC(=O)c1ccncc1 | 1 | 3 | 5 | 0.2 | 0.2 | -3 | -6 | 0.8 | -3 | 1.1
Cn1c(CO)cnc1SCc1ccccc1 | -9 | x | 29 | -0.3 | -1.1 | x | -1 | 3.3 | -13 | -0.6
O=C(O)C1C=Cc2ccccc2N1C(=O)c1ccccc1 (centres undefined) (tested in a mixture with another compound) | 2 | 11 | -11 | x | 0.5 | -4 | -2 | x | -11 | 2.3
CN1CCN(C(=O)C2=C[C@@H](c3ccccc3)C[C@@H](OCCCCO)O2)CC1 | -4 | 6 | 6 | -0.7 | 0.0 | -2 | -4 | 3.4 | -6 | 0.7
CC1CCCCN1CCn1c(=S)[nH]c2ncccc2c1=O (centres undefined) | -5 | 3 | 1 | -1.2 | -0.4 | x | -2 | 0.7 | -3 | 0.8
O=C(Nc1nc2ccc(F)cc2s1)Oc1ccccc1 | 3 | x | -10 | 3.0 | -0.2 | 3 | x | 6.0 | x | -0.8
CCOC(=O)c1nn(-c2cccc(Cl)c2)c2nc(CC(C)C)c(C#N)c(=O)n12 | -4 | 4 | x | -1.7 | -3.0 | x | 2 | 1.0 | -4 | 1.7
Cc1ccccc1NC(=O)C1CCCN(S(=O)(=O)c2cnc[nH]2)C1 (centres undefined) | 6 | 2 | -4 | -2.1 | -0.7 | -3 | -5 | 1.7 | -2 | 2.1
O=C(c1ccc(Cl)s1)N1CCCC1 | 0 | 27 | -7 | 0.6 | 0.2 | -2 | -5 | 2.5 | -27 | 4.0

Whole records, quoted from the list. Order of values: Tat transport, SR-BI DiI-HDL act, MITF act, E coli growth, CAL PDZ FP-1, Wnt act, CAL PDZ FP-2, AddAB inh, SR-BI DiI inh, phage Ecoli inh
O=C(c1ccc(Cl)s1)N1CCCC1 as listed: 0, 27, -7, 0.6, 0.2, -2, -5, 2.5, -27, 4.0
CCOC(=O)c1nn(-c2cccc(Cl)c2)c2nc(CC(C)C)c(C#N)c(=O)n12 as listed: -4, 4, x, -1.7, -3.0, x, 2, 1.0, -4, 1.7

Following part:
SMILES | Tat transport | SR-BI DiI-HDL act | MITF act | E coli growth | CAL PDZ FP-1 | Wnt act | CAL PDZ FP-2 | AddAB inh | SR-BI DiI inh | phage Ecoli inh
CCN(CC)CCCNC(=O)c1oc2ccc3c(c2c1C)C(O)CC(C)(C)O3 (centres undefined) | -2 | 9 | 2 | x | 0.1 | 2 | -4 | x | -9 | 0.7
CC(NC(=O)COC(=O)/C(=C/c1cccs1)c1cccs1)c1ccccc1 (centres undefined) | 17 | -30 | -6 | -0.6 | -3.2 | -21 | -6 | -1.9 | 30 | 2.6
CCOC(=O)c1c(S(=O)(=O)N2CCN(C)CC2)c(C)n(C)c1C | -3 | -7 | -2 | -1.5 | -1.6 | 0 | -1 | 0.6 | 7 | 1.1
O=C(NCCN1CCOCC1)c1cnn2c1NC(c1cccs1)CC2C(F)(F)F (centres undefined) | 2 | 18 | -3 | -1.0 | -0.5 | 0 | 0 | -2.5 | -18 | 1.1
Cc1ccc(N/N=C(\Cc2nc3ccccc3[nH]2)c2ccccc2)cc1 | -8 | -58 | 5 | 0.5 | -0.6 | x | -1 | 0.9 | 58 | x
Cc1ccc(S(=O)(=O)NCCC(=O)NCCSc2ccc(Br)cc2)cc1 | 24 | 4 | 3 | 0.8 | x | 0 | -4 | 3.2 | -4 | 3.7
CC(=O)C1C(c2ccc([N+](=O)[O-])cc2)c2c(noc2C)CC1(C)O (centres undefined) | -18 | -2 | -4 | 0.1 | -0.5 | 2 | x | 1.1 | 2 | 0.8
COC(=O)c1[nH]c2c(c1C)C(=O)CC(c1cccc(OC)c1)C2 (centres undefined) | -2 | -37 | -14 | -2.5 | -2.0 | -8 | -3 | -1.9 | 37 | -1.0
O=C(Oc1ccccc1[N+](=O)[O-])c1cccnc1 | 13 | 9 | -3 | 0.1 | -1.7 | x | -1 | 2.9 | -9 | 0.2
CC(NS(=O)(=O)c1ccc(Br)cc1)C(c1cccs1)N1CCN(C)CC1 (centres undefined) | -1 | 49 | x | 0.1 | -0.8 | -4 | x | 1.0 | -49 | 3.2
COc1ccc(NC(=O)NCCc2ccc(Cl)cc2)cc1OC | 5 | -5 | -6 | -0.4 | -1.1 | -1 | x | -1.0 | 5 | -1.4
CC1(C)Oc2ccc(C(=O)N3CCCC3)cc2N(CC(=O)NCc2ccccc2)C1=O | -1 | 34 | 8 | -0.9 | x | 0 | 4 | 1.2 | -34 | 3.4
CCOc1cc(N2CCOCC2)c(OCC)cc1NC(=O)CN1C(=O)NC2(CCCCC2)C1=O | 3 | 5 | -5 | -2.5 | 0.3 | 0 | x | 3.5 | -5 | 1.3
OCC1=C[C@@H](O)C2C=CO[C@@H](O[C@@H]3O[C@H](CO)[C@@H](O)[C@H](O)[C@H]3O)C12 (some centres undefined) | 0 | 6 | 7 | 3.4 | -1.2 | -1 | -3 | 1.9 | -6 | 1.9
Cc1ccc2nc(NC(=O)CSc3nncc(=O)n3N)sc2c1 | 28 | -9 | 14 | -1.6 | -1.2 | 16 | -4 | -3.6 | 9 | 1.5
Cc1cccc(C)c1NC(=O)CSc1nnc(NC(=O)c2ccccc2C(=O)O)s1 | -6 | 0 | 7 | 3.3 | 0.0 | -1 | -1 | 1.0 | 0 | 1.1
CCOc1ccc(C)cc1S(=O)(=O)n1cnc2ccccc21 | -7 | 3 | x | 2.1 | -1.0 | -13 | x | 0.8 | -3 | 0.5
Nc1nonc1C(=O)NCCNC(=O)c1ccc(Cl)cc1 | 0 | x | -7 | 1.3 | -1.5 | 2 | -1 | 0.1 | x | 0.8
CCOC(=O)C1=C(C)N(C[C@@H]2CC[C@@H](Cc3ccc(-c4ccccc4)cc3)O2)C(=O)NC1c1ccc(SCc2ccco2)c([N+](=O)[O-])c1 (some centres undefined) | -6 | 2 | 15 | -1.2 | -0.1 | -8 | -1 | -1.9 | -2 | 2.5
CN(Cc1ccccc1)C(=O)Nc1ccc(Cl)cc1 | x | x | x | -0.1 | x | 13 | x | -2.1 | x | 2.3
COc1ccc(-c2nc3ccc([N+](=O)[O-])cc3o2)cc1 | 2 | 16 | 58 | -0.3 | -1.4 | x | -5 | 2.9 | -16 | 2.6
COc1ccc2c(CCNC(=O)CN3C(=O)c4ccccc4C3=O)c[nH]c2c1 | -8 | 26 | 11 | -1.6 | -0.2 | 0 | 0 | 0.7 | -26 | 1.4
O=C1CC(c2ccccc2)NN1 (centres undefined) | 19 | 12 | -5 | 0.4 | 0.9 | 1 | -3 | 2.5 | -12 | 2.3
CC1CCCCN1C(=O)c1ccc(NC(=O)c2ccccc2Cl)cc1 (centres undefined) | -10 | 3 | 13 | -2.0 | -1.2 | -2 | x | 2.9 | -3 | 1.4
COc1ccc(C(=O)C2CC2)cc1 | -4 | 17 | 5 | x | 0.2 | 1 | -2 | x | -17 | 2.9
CC(=O)c1cccc(NC(=O)CCc2nnc3ccc(N4CCOCC4)nn23)c1 | -3 | 14 | 1 | -1.6 | -0.9 | -2 | 0 | 0.9 | -14 | -0.8
